Assay outcomes from PubChem BioAssay.
KLF5 inh: suppresses KLF5 promoter-driven expression | AID 1700 | hit rate 0.23% among 290,000 | DLD-1 KLF5 promoter-luciferase reporter, luminescence | inhibition, % at 5 µM;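 active = inhibition above a per-plate limit of that plate's mean compound inhibition plus 3 SD, cut at about 60% in these data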;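 note: 0% = DMSO wells and 100% = LY294002 at 200 µM; higher means less KLF5 promoter-driven luciferase light; inactives centre near -14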
AI-2 QS mod: Vibrio harveyi AI-2 quorum sensing modulation. Vibrio harveyi JMH597 AI-2 luminescence/OD600 ratio, 9 h; stronger effect = lower value; strain lacks LuxN and CqsS sensors; 0 = neutral-control median. activity change, % at 7.5 µM. hit rate 0.4% among 300,000. AID 2094; in the data active = activity change below about -75%, passing the limit was not always enough; inconclusive = no clear call, values can overlap the other calls;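 note: luminescence divided by OD600 gain over 9 h not by final OD600 alone; inactives centre near 13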
HSF1 inhib: HSF1 inhibition; NIH3T3-HGL HSE-luciferase, MG132-induced, luminescence 8 h; stronger effect = lower value; activity change, negative = inhibition, % at 7.5 µM (by protocol); hit rate 0.77% among 300,000; AID 2098;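 active = more than half of replicate wells show activity change below -50%, luminescence cut by over half; inconclusive = some wells, but at most half, below -50%; inactive = no replicate well below -50%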;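 note: luciferase reports HSF-1 transcriptional activity via heat shock element; 0% = median of DMSO wells and -100% = zero luminescence signal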
HSP90 inh: HSP90 refolding inhibition in rabbit reticulocyte lysate; luciferase refolding luminescence, 3 h; inhibition, % at 5.6 µM; hit rate 0.91% among 290,000; AID 1789;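 active = inhibition above the screen-wide mean plus 3 SD, computed separately per campaign, cut at about 16% in these data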;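 note: 0% = DMSO wells and 100% = 60 µM geldanamycin wells; inhibitors lower the luminescence because luciferase stays unfolded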
HIF act: HIF pathway transcriptional activation; U2OS HRE-luciferase reporter, luminescence; normalized: DMSO 0%, desferrioxamine 100%; activation, % at 7.5 µM (by protocol); hit rate 0.32% among 300,000;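 active = mean activation of at least 10% of the iron chelator positive control signal, with at least half of replicates also reaching 10%; inconclusive = mean and replicate majority disagree about reaching 10%; inactive = mean and most replicates under 10%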
GSK3 alpha inh: human GSK-3 alpha kinase inhibition; P49840; ADP-Glo luminescence, 60 min; inhibition, % at 10 µM; hit rate 0.1% among 320,000;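 in the data active = inhibition above about 50%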;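 note: GST-tagged GSK-3 alpha with peptide substrate and 25 µM ATP; 0% = DMSO neutral wells and 100% = GW8510 positive control wells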
Target sequence (P49840 whole entry, looked up): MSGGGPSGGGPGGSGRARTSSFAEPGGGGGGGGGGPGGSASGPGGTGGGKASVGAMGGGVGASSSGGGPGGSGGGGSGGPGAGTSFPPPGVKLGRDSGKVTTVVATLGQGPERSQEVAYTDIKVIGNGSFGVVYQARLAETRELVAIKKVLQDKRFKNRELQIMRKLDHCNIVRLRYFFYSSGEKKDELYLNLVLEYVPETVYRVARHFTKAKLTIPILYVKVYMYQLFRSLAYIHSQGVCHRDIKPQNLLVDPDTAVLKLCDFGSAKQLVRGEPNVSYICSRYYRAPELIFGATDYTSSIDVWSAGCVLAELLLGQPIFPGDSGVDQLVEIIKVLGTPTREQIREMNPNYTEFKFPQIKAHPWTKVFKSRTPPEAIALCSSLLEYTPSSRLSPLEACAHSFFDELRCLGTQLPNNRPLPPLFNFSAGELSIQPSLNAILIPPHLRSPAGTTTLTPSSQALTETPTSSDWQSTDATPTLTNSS
IEC-6 tox: kills IEC-6 intestinal cells in KLF5 counter-screen | IEC-6 cytotoxicity, luminescence viability | inhibition, % at 5 µM | hit rate 0.78% among 290,000 | AID 1825; in the data active = inhibition above about 22%;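 note: 0% = plate median of test compound wells and 100% = cytotoxic reference compound wells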
GSK3beta inhib: human GSK3beta kinase inhibition; P49841; GST-GSK3beta kinase, ADP-Glo luminescence, 60 min; stronger effect = lower value; activity score (negative = inhibition), % at 10 µM; hit rate 0.038% among 300,000;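 active = more than half of replicate wells score below -50%, meaning over 50% inhibition versus plate controls; inconclusive = some replicates but at most half score below -50%; inactive = no replicate scores below -50%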;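 note: 0% = median DMSO wells and -100% = median GW8510 positive control wells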
Target sequence (P49841 whole entry, looked up): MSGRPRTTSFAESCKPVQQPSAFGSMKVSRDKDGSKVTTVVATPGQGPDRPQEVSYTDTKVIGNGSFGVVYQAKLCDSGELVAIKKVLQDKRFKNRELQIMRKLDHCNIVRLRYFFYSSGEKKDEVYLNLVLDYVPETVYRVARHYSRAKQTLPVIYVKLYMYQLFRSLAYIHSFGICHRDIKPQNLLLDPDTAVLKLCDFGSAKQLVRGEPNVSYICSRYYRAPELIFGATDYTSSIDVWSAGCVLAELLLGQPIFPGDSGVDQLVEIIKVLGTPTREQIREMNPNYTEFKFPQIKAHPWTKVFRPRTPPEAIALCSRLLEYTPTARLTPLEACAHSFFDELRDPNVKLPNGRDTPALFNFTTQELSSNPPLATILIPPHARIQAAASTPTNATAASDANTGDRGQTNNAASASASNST
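Test system – GST-tagged human GSK3beta kinase, cell-free · Incubation – 60 min enzyme reaction, room temperature · Signal – ADP-Glo luminescence · Also added – peptide substrate and ATP at 25 µM · Controls – DMSO neutral wells and GW8510 at 20 µM as positive · Buffer or medium – Tris/MgCl2 kinase buffer · Measure – Luminescence-derived activity versus plate DMSO and GW8510 wells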
HSF-1 act: increases HSF-1 driven luciferase reporter signal; NIH3T3-HGL HSF-1 luciferase reporter, MG132, 8 h; 100% = twice DMSO control signal; activation, % at 9 µM; hit rate 1.7% among 300,000;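 active = mean replicate activation of at least 50% with a set share of replicates each reaching 50%; inconclusive = only one of those two conditions met; inactive = mean below 50% and too few replicates reaching it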;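 note: 0% = median of the neutral control wells and 100% = twice that signal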
aSyn UTR inh: 5' untranslated region of α-synuclein, MLPCN primary screen. inhibition, % (tested at 7.5 µM). alpha-synuclein 5'UTR reporter, inhibitor activity. hit rate 0.82% among 300,000; in the data active = inhibition above about 60%; inconclusive = no clear call, values can overlap the other calls;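 note: H4 neuroglioblastoma cells stably carrying SNCA 5'UTR luciferase fusion; 0% = DMSO wells and 100% = positive control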
Active calls of the source: *; ? = inconclusive; . = not tested or not shown. Rows were taken by chance. Share with any hit: about 4.7%.

SMILES	KLF5 inh	AI-2 QS mod	HSF1 inhib	HSP90 inh	HIF act	GSK3 alpha inh	IEC-6 tox	GSK3beta inhib	HSF-1 act	aSyn UTR inh
CC1(C)CC(=O)C=C(Nc2ccc(OCC(F)(F)C(F)F)cc2)C1	0	29	9	-1	-1.0	-2	3	1	-9	7
Cn1cnc([N+](=O)[O-])c1SCC(O)CN1CCCCC1 (stereo not drawn)	1	11	14	3	0.0	2	4	2	-9	7
COc1ccc(NC(=O)c2cc3ccccc3o2)cc1OC	-94	10	14	0	2.1	-6	-1	2	15	-150
c1ccc(C2c3[nH]c4ccccc4c3CCN2Cc2cccn2-c2cccnc2)nc1 (stereo not drawn)	-14	22	4	1	1.5	4	1	-1	-1	-14
CS(=O)(=O)c1ccc(-c2nnn(CC(=O)Nc3ccc4c(c3)OCCO4)n2)cc1	-5	.	-19	3	1.6	1	-5	.	4	-1
CCOc1ccccc1NC(=O)C1CCCN(S(=O)(=O)c2ccccc2)C1 (stereo not drawn)	24	18	-3	4	-0.2	8	-4	0	-2	-4
CCOc1ccccc1-c1cc(C(=O)N/N=C/c2cccnc2)c2ccccc2n1	.	22	1	.	0.3	-1	.	-1	26	-6
Brc1ccc(CSc2nnc(-c3ccco3)o2)cc1	3	-60	36	2	3.0	1	3	-6	56*	-78
CCCCN(C)CCNC(=O)Cn1ncc2c(=O)oc3ccc(C)cc3c21	-5	1	-6	0	0.0	-1	3	-2	-12	-25
COc1cccc(CN(C)C(=O)c2ccc(NS(=O)(=O)c3ccc4[nH]c(=O)[nH]c4c3)cc2)c1OC	-15	8	-2	3	0.7	-1	4	-2	1	8
O=C(CSc1nc2cc(Cl)ccc2s1)NC(=O)NCc1ccco1	-29	-6	25	1	-0.3	-3	3	2	38	-9
COc1ccc2c(=O)c(-c3ccccc3)c(C)oc2c1	-41	1	10	-5	3.0	-2	-2	1	26	-21
O=C(NCc1cccs1)c1nc2c(nnn2Cc2ccccc2Cl)c(=O)[nH]1	19	31	-11	2	-1.3	-3	-4	6	12	77*
CCOc1ccccc1N(C)C(=O)c1sc2ncn(CC(=O)N3CCCCC3C)c(=O)c2c1C (stereo not drawn)	-32	3	-2	-2	-0.1	0	7	1	9	8
CC(=O)c1c(C)[nH]c(C2=NNC(=NCc3ccccc3)SC2)c1C	-35	11	0	0	-0.7	2	-4	-1	-13	3
CCOC(=O)c1ccccc1NC(=O)CSc1nc2ccncc2[nH]1	-10	3	1	-4	0.3	1	1	-2	-4	8
CN(C)C(=O)C(NC(=O)c1ccccc1)=C(Cl)Cl	11	39	-3	-2	0.0	-1	-5	3	-1	-1
O=C(Nc1cccc(C(F)(F)F)c1)Nn1cnnc1	0	8	15	-2	-0.2	-2	1	-1	33	11
CCN(CC(=O)NCc1ccc(F)cc1)S(=O)(=O)c1ccc(C)cc1	-14	-1	-1	-2	-1.2	-2	0	-5	-2	14
O=C(c1cc2ccccc2o1)N(Cc1ccco1)Cc1cccs1	.	19	2	.	-0.7	-1	.	3	2	10
CCN(CC)c1ccc(NC(=O)COC(=O)/C=C/c2nc3ccccc3s2)cc1	-21	24	2	-1	-0.7	.	2	-2	-8	-29
Cc1cccc(C(=O)NCC(=O)NC(C)CCc2ccccc2)c1 (stereo not drawn)	1	15	-3	-3	-0.6	-2	-2	-3	12	30
CSc1cccc(NC(=O)CCn2c(=O)c3cccn3c3cccnc32)c1	-2	22	-6	-4	0.3	-1	1	1	-20	9
O=C(Cc1ccc(Br)cc1)NC1CCN(Cc2ccccc2)CC1	2	11	-7	0	-0.3	0	-3	1	-15	16
CC[n+]1c(/C=C/Nc2ccccc2)oc2ccc(OC)cc21	-11	12	4	1	-0.9	1	-2	0	3	-13
Cn1cc(Br)c(C(=O)NN2C(=O)C3C(C2=O)C2C=CC3C23CC3)n1 (stereo not drawn)	-5	12	-6	0	-0.7	0	-3	0	-6	-2
CCCc1cc(=O)oc2c3c(cc(OCC(=O)NCCN4CCOCC4)c12)OC(C)(C)CC3	-4	22	-3	-6	-0.2	1	8	-4	-14	13
COc1cc(/C=N/NC(=O)c2ccoc2C)ccc1OCCN1CCCCC1	-62	9	3	-4	1.9	.	-2	1	14	-21
CCOC(=O)C1CCCN(Cc2ccc3c(c2)OCO3)C1 (stereo not drawn)	-26	24	3	1	0.1	-1	-1	4	13	0
CCOc1ccc(-c2nnn(CC(=O)NCc3ccco3)n2)cc1	-5	10	8	-2	2.2	-2	2	2	0	-28
c1ccc(CN2CCN(c3ncnc4nc[nH]c34)CC2)cc1	4	12	-6	1	0.1	18	7	-1	13	7
COc1ccc(C(=O)Nc2ccc(O)c3c(=O)cc(-c4cccc(Cl)c4)oc23)cc1	.	5	7	.	0.4	-3	.	2	21	-30
CCCN(CCC)S(=O)(=O)c1ccc(C(=O)NCc2ccco2)cc1	-12	-9	6	-2	3.8	4	4	-2	18	-4
Fc1ccc(Nc2nc(Oc3ccc4c(c3)OCO4)nc(N3CCOCC3)n2)c(F)c1	15	14	1	1	-0.5	0	3	0	2	8
COc1ccc(C(=O)NNC(=O)c2cc(C)[nH]n2)cc1	-25	0	-1	-1	2.2	0	-6	1	3	10
Cc1ccc(S(=O)(=O)Nc2c(C)nc3nc[nH]n3c2=O)c(C)c1	-8	20	-3	2	-0.2	-5	-2	3	6	6
COC(C(=O)NNS(=O)(=O)c1ccc([N+](=O)[O-])cc1)c1ccccc1 (stereo not drawn)	-15	3	2	-3	-0.2	-3	2	2	19	-6
CCC(Cc1ccccc1)NC(=O)C1CCC(CNc2c(N3CCCC3)c(=O)c2=O)CC1 (stereo not drawn)	-29	-2	-5	0	-0.2	-1	-5	1	2	-14
COc1ccc(OC)c(C(=O)NC(CC(N)=O)c2ccc(NCCN3CCCCC3)c([N+](=O)[O-])c2)c1 (stereo not drawn)	-6	23	-1	-2	0.5	-2	-4	-1	4	10
CN(C)c1ccc(Nc2ccc([N+](=O)[O-])cn2)cc1	-104	21	17	-4	-26	-2	5	-2	19	-162
O=C(CN1CCN(C(=O)C2CCCO2)CC1)Nc1cc(Cl)ccc1Cl (stereo not drawn)	-14	10	-7	0	0.2	0	-4	3	-3	11
Cc1ccc(-n2ncc(C#N)c2/N=C/N2CCOCC2)cc1	-9	11	-6	2	-1.4	0	2	0	4	25
COc1cccc(CNC(=O)C2CC(=O)N(C3CCCCCCC3)C2)c1 (stereo not drawn)	-14	4	4	-3	-0.2	0	1	-1	25	3
Cc1ccc(C2C(C(=O)c3cccs3)=C(O)C(=O)N2c2nnc(C)s2)cc1 (stereo not drawn)	-65	21	3	1	1.3	-3	-1	2	14	-18
CC(C)OP(=O)(OC(C)C)C(Nc1cccc(C(=O)O)c1)c1ccccc1 (stereo not drawn)	21	14	-14	0	-0.3	-1	-3	2	-2	6
CN(C)c1ccc(-c2nc3cc(N)ccc3o2)cc1	8	2	-12	30*	-0.2	2	2	-6	-23	93*
COCCNC(=O)/C(C#N)=C/c1ccc(OC(=O)c2cccs2)c(OC)c1	-13	19	84	1	0.0	.	6	0	?	-4
CCc1cc(Cl)c(OC)c(C(=O)NC[C@@H]2CCCN2CC)c1O	.	17	2	.	-0.2	-3	.	0	-7	-12
O=C(Cc1ccc(Cl)cc1)Nc1ccncc1	-30	7	-5	0	0.1	-1	1	3	0	-33
O=C(CSc1nnc(C2COc3ccccc3O2)o1)N1CCOCC1 (stereo not drawn)	-16	15	4	0	0.1	-4	-3	-2	8	4
(listing goes on)
SMILES	KLF5 inh	AI-2 QS mod	HSF1 inhib	HSP90 inh	HIF act	GSK3 alpha inh	IEC-6 tox	GSK3beta inhib	HSF-1 act	aSyn UTR inh
Cc1ccccc1Cn1c(=N)n(CC(O)c2ccco2)c2ccccc21 (stereo not drawn)	8	17	10	2	0.9	2	6	-4	1	6
COc1ccc2nc(N3CCN(C(=O)c4ccc5ncsc5c4)CC3)sc2c1	.	20	3	.	-1.0	-4	.	0	-2	-17
Cc1ccnc(Sc2nc3c(c(=O)[nH]c(=O)n3C)n2CCCc2ccccc2)n1	-22	10	-3	1	1.5	1	-3	-23	-18	18
Cc1cc2n(n1)C(c1ccco1)Nc1ccccc1-2 (stereo not drawn)	-17	33	-7	0	0.3	-4	1	0	-9	-2
O=C1C2CC=C(Cl)CC2C(=O)N1CC1OCCc2ccccc21 (stereo not drawn)	-10	-1	-1	5	-2.2	-7	-2	0	-3	-33
Cn1c(CC(=O)Nc2ccccc2F)nnc1SCC(=O)Nc1nccs1	4	-2	-5	5	-1.0	-2	1	2	9	-2
CC(C)Nc1cc(C(C)(C)C)nc2c(-c3ccccc3)cnn12	-48	36	.	0	.	-1	-3	0	.	.
CC(c1ccc(Cl)cc1)n1c(-c2ccc3ccccc3n2)n[nH]c1=S (stereo not drawn)	-2	34	-6	6	0.0	0	6	-4	4	1
Cc1cc(C(=O)Nn2cnnc2)ccc1[N+](=O)[O-]	-46	3	-8	3	-0.5	-1	3	0	-15	8
CCn1ccnc1C(O)(c1ccccc1)c1ccccc1	-31	5	3	-1	0.4	-3	1	-2	9	3
COc1ccc2cc(CN(CCCN3CCOCC3)Cc3nnnn3C3CCCCC3)c(=O)[nH]c2c1	1	22	-12	-1	-0.6	3	6	4	-9	2
CCOc1ccccc1NC(=O)CCn1cccc1	-10	18	4	-4	-0.6	-3	1	3	-19	39
COc1ccc(-n2c(C)c(C)c3c(NCCCN(C)C)ncnc32)cc1	-24	16	-3	0	-7.6	1	4	-4	-1	18
CN(C)c1ccc(C(=O)OCC(=O)c2cccs2)cc1	-142	-30	11	2	0.1	-5	-2	0	45	-33
CC(C)(Oc1ccc(Cl)cc1)C(=O)N/N=C/c1cn[nH]c1-c1ccccc1	-21	21	14	-1	0.0	2	-4	3	35	-19
Cc1ccc(S(=O)(=O)NCCC(=O)NNC(=O)C2COc3ccccc3O2)cc1 (stereo not drawn)	.	29	2	.	-0.2	-4	.	0	5	20
O=C(OCc1c(Cl)cccc1Cl)c1cnccn1	-39	20	-4	2	-0.3	-21	2	-1	-3	-5
COC(=O)C1CSC(C(=O)OC)N1C(=O)Nc1c(C)cccc1C (stereo not drawn)	0	0	-4	2	-0.1	3	-4	3	-14	17
CCn1cc([N+](=O)[O-])c(C(=O)NCc2ccc(Cl)cc2)n1	-9	15	-8	-3	-0.1	0	-2	0	2	0
COc1ccc(OCC(=O)Nc2ccc(S(=O)(=O)Nc3nc(C)cc(C)n3)cc2)cc1	-1	7	-8	7	0.0	-2	-7	5	-7	-2
